Source: PubChem BioAssay
CXCR6 inh: CXCR6 receptor inhibitors, primary screen, cell-based, beta-arrestin, luminescence, CHO-K1 PathHunter, 1536-well. C-X-C chemokine receptor type 6 (Homo sapiens), O00574. inhibition, % at 20 µM. 360,000 compounds, 0.36% hits; in the data active = inhibition above about 34%, passing the limit was not always enough;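 note: antagonist mode with CXCL16 agonist at 10 nM final; 0% = 10 nM CXCL16 with DMSO and 100% = unstimulated wells without agonist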
Target sequence (O00574 whole entry, looked up): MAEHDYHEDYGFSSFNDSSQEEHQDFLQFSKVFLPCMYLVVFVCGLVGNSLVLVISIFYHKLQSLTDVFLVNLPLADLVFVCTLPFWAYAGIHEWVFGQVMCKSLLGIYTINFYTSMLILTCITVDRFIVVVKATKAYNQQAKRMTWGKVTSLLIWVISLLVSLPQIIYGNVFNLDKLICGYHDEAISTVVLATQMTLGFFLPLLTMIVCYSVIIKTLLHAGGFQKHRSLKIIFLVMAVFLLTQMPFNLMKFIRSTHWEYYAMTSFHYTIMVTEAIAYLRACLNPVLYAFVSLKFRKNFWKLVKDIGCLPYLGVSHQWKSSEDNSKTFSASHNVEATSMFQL
EBI2 block: EBI2 receptor antagonists, beta-arrestin recruitment, primary screen, cell-based, luminescence, 7a,25-OHC stimulation, uHTS. G-protein coupled receptor 183 (Homo sapiens), P32249. 7a,25-OHC stimulated. inhibition, % at 5 µM. 360,000 compounds, 0.81% hits; in the data active = inhibition above about 38%;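 note: enzyme fragment complementation signal reports receptor beta-arrestin coupling in cells; 0% = agonist plus DMSO wells and 100% = wells without agonist; some results beyond the cut were filed as inactive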
ATG4B inh: ATG4B protease inhibitors, primary screen, biochemical, fluorescence, uHTS | ATG4B cleavage of LC3-PLA2, NBD-HPC fluorescence, 1 h | inhibition, % at 8.33 µM | 340,000 compounds, 0.51% hits | Cysteine protease ATG4B (Homo sapiens), Q9Y4P1 | AID 504462, 2011; in the data active = inhibition above about 40%
Target sequence (Q9Y4P1 whole entry, looked up): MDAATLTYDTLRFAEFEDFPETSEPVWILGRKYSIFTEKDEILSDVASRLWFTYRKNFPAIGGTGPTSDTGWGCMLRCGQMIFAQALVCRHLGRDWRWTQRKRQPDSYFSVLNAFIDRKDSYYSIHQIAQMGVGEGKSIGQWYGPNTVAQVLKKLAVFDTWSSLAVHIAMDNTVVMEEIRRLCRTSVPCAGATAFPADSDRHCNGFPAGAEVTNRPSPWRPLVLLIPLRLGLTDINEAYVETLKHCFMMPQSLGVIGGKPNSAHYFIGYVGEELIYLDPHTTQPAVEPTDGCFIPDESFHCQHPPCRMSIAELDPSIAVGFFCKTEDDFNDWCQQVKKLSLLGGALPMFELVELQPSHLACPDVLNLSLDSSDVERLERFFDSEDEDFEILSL
APJ agonist: agonists of human apelin receptor APJ, primary screen, CHO-K1 cells, PathHunter beta-arrestin, luminescence. 0% DMSO wells, 100% apelin. 330,000 compounds, 0.11% hits. P35414. activation, % at 20 µM. AID 2520, 2010;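 active = activation more than six SD over the plate average, tested at 20 µM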;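 note: 0% = DMSO alone and 100% = apelin-13 at 10 nM; some results filed as inactive read as strong as hits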
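Material: engineered CHO-K1 APJ arrestin reporter cells; amount: 1000 CHO-K1 reporter cells seeded per well; incubation: compound stimulation 90 min at 25 °C, detection 60 min; signal: luminescent beta-gal fragment complementation, chemiluminescent substrate; read-out basis: APJ agonist activity; controls: DMSO-only wells as negative, 10 nM Apelin-13 as positive control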
APJ antag: antagonists of human apelin receptor APJ, primary screen, CHO-K1 cells, beta-arrestin complementation, luminescence. P35414. 330,000 compounds, 0.32% hits. inhibition, % at 20 µM;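 active = inhibition above about 40% at 20 µM, limit read from the data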;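 note: cells challenged with 10 nM apelin-13 agonist together with compound; plate controls were apelin-13 plus DMSO wells for no effect and DMSO wells lacking apelin-13 for full effect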
CCR6 antag: CCR6 receptor antagonists, primary screen, cell-based, CHO-K1, luminescence, beta-arrestin, uHTS; C-C chemokine receptor type 6 (Homo sapiens), P51684; CHO-K1 CCR6 PathHunter beta-arrestin, CCL20-stimulated; inhibition, % at 20 µM; 340,000 compounds, 0.49% hits;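 active = compounds whose inhibition of the agonist-driven luminescence signal at 20 µM reaches about 50%, limit read from the data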;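 note: cells stimulated with CCL20 at 14 nM final; plate controls were DMSO with CCL20 for no effect and DMSO without agonist for full effect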
UBC13 inh: UBC13 polyubiquitin chain formation inhibitors, primary screen, biochemical, TR-FRET, uHTS. inhibition, % at 20 µM. 330,000 compounds, 0.47% hits; in the data active = inhibition above about 45%, passing the limit was not always enough; inconclusive = no clear call, values can overlap the other calls
Target sequence (P61088 whole entry, looked up): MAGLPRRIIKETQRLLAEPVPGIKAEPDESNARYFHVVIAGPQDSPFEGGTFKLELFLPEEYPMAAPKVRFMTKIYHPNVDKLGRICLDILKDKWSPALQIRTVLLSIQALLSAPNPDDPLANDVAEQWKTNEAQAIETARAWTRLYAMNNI
Gli-Sufu antag: Gli-Sufu pathway antagonists, primary screen, luciferase luminescence, Sufu-KO-LIGHT cells, uHTS | Sufu-KO-LIGHT fibroblasts, Gli luciferase reporter luminescence | inhibition, % at 5 µM | 340,000 compounds, 0.74% hits | AID 588413, 2011;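 active = inhibition above about 55%, limit read from the data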;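 note: 0% = DMSO-treated cells and 100% = wells with medium but no cells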
The depositor's hits bear a star; ? = inconclusive; nt = no result given.

Sample of the layout, ten compounds:
Every second line gives: CXCR6 inh	EBI2 block	ATG4B inh	APJ agonist	APJ antag	CCR6 antag	UBC13 inh	Gli-Sufu antag
CC(=O)c1ccc(OC(=O)CN2C(=O)c3ccccc3C2=O)cc1
    6	-9	-3	-1	8	-3	21	1
O=C(OCC(=O)N1CCCc2ccccc21)c1cccc(C(F)(F)F)c1
    -4	10	10	13	13	15	1	-10
COc1ccc(C(C(=O)NC(C)(C)C)N(C(=O)CCC(=O)Nc2cc(C)on2)c2cccc(F)c2)cc1 (configuration not stated)
    3	1	-4	1	9	4	4	-18
O=C(Cn1cnc2ccccc2c1=O)N(Cc1ccco1)c1ccc(O)cc1
    2	-4	3	-1	21	7	4	-3
COc1cc(NC(=O)c2ccc(C)cc2)c(OC)cc1NC(=O)CN1CCOCC1
    -1	-1	-8	-2	-3	0	8	-48
CC1(C(=O)NC2CCCC2)CCC(=O)N1CCC1=CCCCC1 (configuration not stated)
    5	-6	-9	-4	12	-8	2	4
CCOc1ccc(-n2cnnn2)cc1S(=O)(=O)NC1CC1
    18	-7	-3	-3	-11	9	7	4
COc1ccc(NC(=O)c2sc3ncnc(N4CCN(c5ccccn5)CC4)c3c2C)cc1Cl
    -1	-3	21	5	2	12	30	47
O=C(O)CSc1c2c(nc3cc(C(=O)Nc4cccc(C(F)(F)F)c4)ccc13)CCC2
    11	-46	-9	-7	12	15	11	-11
COc1ccc(Nc2nc(-c3cccnc3)nc3ccccc23)cn1
    5	3	-7	9	-4	2	-35	6

Main list, from the start:
Every second line gives: CXCR6 inh	EBI2 block	ATG4B inh	APJ agonist	APJ antag	CCR6 antag	UBC13 inh	Gli-Sufu antag
CC(=O)c1ccc(OC(=O)CN2C(=O)c3ccccc3C2=O)cc1
    6	-9	-3	-1	8	-3	21	1
O=C(OCC(=O)N1CCCc2ccccc21)c1cccc(C(F)(F)F)c1
    -4	10	10	13	13	15	1	-10
COc1ccc(C(C(=O)NC(C)(C)C)N(C(=O)CCC(=O)Nc2cc(C)on2)c2cccc(F)c2)cc1 (configuration not stated)
    3	1	-4	1	9	4	4	-18
O=C(Cn1cnc2ccccc2c1=O)N(Cc1ccco1)c1ccc(O)cc1
    2	-4	3	-1	21	7	4	-3
COc1cc(NC(=O)c2ccc(C)cc2)c(OC)cc1NC(=O)CN1CCOCC1
    -1	-1	-8	-2	-3	0	8	-48
CC1(C(=O)NC2CCCC2)CCC(=O)N1CCC1=CCCCC1 (configuration not stated)
    5	-6	-9	-4	12	-8	2	4
CCOc1ccc(-n2cnnn2)cc1S(=O)(=O)NC1CC1
    18	-7	-3	-3	-11	9	7	4
COc1ccc(NC(=O)c2sc3ncnc(N4CCN(c5ccccn5)CC4)c3c2C)cc1Cl
    -1	-3	21	5	2	12	30	47
O=C(O)CSc1c2c(nc3cc(C(=O)Nc4cccc(C(F)(F)F)c4)ccc13)CCC2
    11	-46	-9	-7	12	15	11	-11
COc1ccc(Nc2nc(-c3cccnc3)nc3ccccc23)cn1
    5	3	-7	9	-4	2	-35	6
O=C(NCc1nnc2c(C(F)(F)F)cc(Cl)cn12)c1ccc(Br)o1
    4	-10	-4	-4	0	6	2	-12
Cc1cc(C)n(-c2ccc(F)cc2CN2CCN(C3CCCC3)C(CCO)C2)n1 (configuration not stated)
    2	12	-5	-3	12	12	9	5
COc1ccc(CC(=O)c2ccc(O)cc2O)cc1
    -5	-7	-32	-1	-16	2	20	-30
Clc1ccc(-c2noc3c2-c2nc(Cc4cccc5ccccc45)sc2CC3)cc1
    -5	-10	-4	0	-49	16	-22	0
COc1cc(NC(=O)c2ccnnc2)cc(C(=O)Nc2cccc(C(F)(F)F)c2)c1
    -4	6	-23	0	14	10	22	2
COc1ccc(N2CCN(CCNC(=O)Nc3cc(Cl)ccc3OC)CC2)cc1
    2	-4	-5	-3	12	1	11	7
Nc1ccc(Cl)c(S(=O)(=O)Nc2ccc(Cl)cc2)c1
    5	0	-5	-4	-1	13	-2	3
CCCN(CCC)CCCNC(=S)Nc1ccc2nc(N3CCN(CC)CC3)cc(C)c2c1
    12	-1	2	0	10	15	6	13
COC(=O)c1ccc(Oc2nc(NC(C)C)nc(NC(C)C)n2)cc1
    6	-3	20	0	5	14	1	16
O=C(CN1C2CCCC1CC(NC(=O)c1ccccc1)C2)Nc1ccccc1C(F)(F)F (configuration not stated)
    -1	9	3	1	3	7	11	-7
O=C(Nn1cnc2ccccc2c1=O)c1ccccc1[N+](=O)[O-]
    -3	1	-8	1	2	6	-7	-6
COc1cccc(C2=NOC(C(=O)NC(C)C)C2)c1 (configuration not stated)
    -6	-4	-2	4	13	1	-6	1
Cc1nn(-c2ccccc2)c(Cl)c1C(=O)Nc1c(C)n(C)n(-c2ccccc2)c1=O
    3	-5	0	1	13	-3	0	28
COc1ccc(/C=N/N2CCN(C)CC2)c(OC)c1OC
    -6	0	7	-3	4	1	12	-5
Cc1ccccc1-n1nc(C(=O)O)cc1-c1ccccc1
    14	0	-5	-1	12	-4	-4	6
O=C(CN1C(=O)NC2(CCCC2)C1=O)NCc1ccccc1
    5	-2	1	-2	2	9	4	nt
CC1(C)Cc2c(cnn2-c2cccc(F)c2)C(NC(=O)CN2CCCC2=O)C1 (configuration not stated)
    3	1	-2	-2	-17	7	-9	-1
Cc1ccc(S(=O)(=O)CCC(=O)c2ccc(O)cc2O)cc1
    3	-7	-1	-2	-4	-21	0	-1
COc1ccc(Cl)cc1NC(=O)c1noc2c1CCCC2
    5	8	1	-4	5	16	20	5
Cc1cccc(-c2nc(=S)c3c(n2Cc2ccco2)CCCC3)c1
    0	6	37	-7	16	25	?	3
CCc1ccccc1Oc1coc2cc(O)ccc2c1=O
    -8	1	-8	-1	5	7	14	-6
CN(Cc1ccccc1N1CCCC1)C(=O)c1cc2ccccc2o1
    1	4	7	-6	9	13	-16	2
CC(=O)c1cccc(NC(=O)Nc2ccc(C(=O)N3CCCC3)cc2)c1
    -2	3	-8	6	-8	7	-6	-6
Cn1ncc(C#N)c1NC(=O)C1CC(c2c(F)cccc2Cl)=NO1 (configuration not stated)
    -6	-22	-1	-1	-10	13	-6	4
CCC(=O)Nc1cccc(-c2nc3ncccc3o2)c1C
    -7	3	-5	0	-2	5	-6	2
COc1ccc(CNC(=O)COC(=O)CNC(=O)c2sc3ccccc3c2Cl)cc1OC
    4	4	-14	-2	-34	3	-1	-2
COc1ccc(CC(=O)NC2CCCCCC2)c(OC)c1
    -9	8	3	1	6	7	11	-20
O=C(NCCCn1ccnc1)c1c(F)cccc1F
    -1	3	-6	0	4	-8	-4	-6
C=CCn1c(-c2ccccc2OCC)n[nH]c1=S
    -10	0	4	-1	-8	-7	-8	2
OC1CCCN(CC(O)COC(c2ccccc2)c2ccccc2)C1 (configuration not stated)
    -1	0	0	-4	8	6	10	2
Cc1c(C(=O)O)[nH]c2ccc([N+](=O)[O-])cc12
    14	7	14	nt	nt	-5	nt	4
CCOC(=O)c1sc(/N=C/Nc2nc(C)c(C(=O)OCC)s2)nc1C
    7	-18	-2	nt	nt	13	nt	7
O=C(c1ccccc1)C1CCN(C(=O)C2CCC(=O)N(Cc3ccccc3F)C2)CC1 (configuration not stated)
    -10	-3	12	5	3	3	0	10
O=C(Nc1ccc(C(=O)N2CCCCC2)cc1)C1CCCCC1
    6	-6	-10	2	-13	-13	3	-5
O=C1C2C3C=CC(C3=C3CCCCC3)C2C(=O)N1c1ccccc1 (configuration not stated)
    3	6	-1	0	8	1	6	1
COc1ccc(Cl)cc1NC(=O)CN1C(=O)CC(C)S(=O)(=O)c2ccccc21 (configuration not stated)
    9	0	1	-3	-9	12	-7	-24
COc1cc(NC(=O)CC(C)S(=O)(=O)c2cc3c(cc2C)NC(=O)CO3)cc(OC)c1OC (configuration not stated)
    5	0	-4	0	10	1	4	-7
CC(=O)c1noc(C)c1C(=O)Nc1nccs1
    -2	-2	1	-4	1	5	-3	12
COc1cc(C=O)ccc1OCc1ccc(Cl)nc1
    5	-6	-12	0	2	6	3	-5
CCCSC1=N/C(=C\c2ccc([N+](=O)[O-])o2)C(=O)S1
    11	-13	15	nt	nt	19	nt	6

(more compounds)
Every second line gives: CXCR6 inh	EBI2 block	ATG4B inh	APJ agonist	APJ antag	CCR6 antag	UBC13 inh	Gli-Sufu antag
CCC(=O)O/N=C(\N)c1ccc(Oc2cc(C)c(Cl)c(C)c2)c([N+](=O)[O-])c1
    -10	4	5	7	-15	-3	5	5
COc1ccccc1CN(C)C(=O)C1COc2ccccc2O1 (configuration not stated)
    -1	6	-6	-2	22	6	6	-5
CC(C)C1Nc2ccc(C(=O)N3CCN(c4ccccn4)CC3)cc2NC1=O (configuration not stated)
    2	1	4	0	1	1	-3	-6
CN1CCN(NC(=O)Nc2cccc(F)c2)CC1
    -2	2	2	13	14	11	0	29
CN(C)n1cccc1/C=C(\C#N)S(=O)(=O)c1ccc(Cl)cc1
    -18	-3	-9	-3	-2	19	0	10
CC(=O)NC(=S)Nc1cccc([N+](=O)[O-])c1
    13	4	0	-4	4	11	-6	28
CC1CC(C)(C)N(C(=O)CSc2ccc(-c3ccc(F)cc3)nn2)c2ccccc21 (configuration not stated)
    -1	12	-3	6	-23	-12	-4	4
COC(=O)[C@]1(C)N[C@H](CN(C)S(=O)(=O)c2ccc(OC)cc2)[C@@H]2C(=O)N(C)C(=O)[C@@H]21
    -7	-2	2	-2	-7	-4	15	2
Cc1ccc2nsnc2c1S(=O)(=O)NCc1cccnc1
    -4	1	-5	1	7	-19	-15	-3
CCOc1ccc(S(=O)(=O)Nc2cccc(C(=O)NCC(c3ccc(OC)cc3)N3CCOCC3)c2)cc1 (configuration not stated)
    6	6	-12	-3	2	-14	10	13
CC1(C)C(=O)Nc2ccccc2N1C(=O)COC(=O)c1ccc([N+](=O)[O-])o1
    -16	-3	-18	2	-28	-12	-23	-15
Cc1ccc(NC(=O)CCc2ccc(S(=O)(=O)NC3CCCCC3)cc2)cc1
    3	13	-11	0	4	21	-5	6
O=C(O)CC(SCC(=O)Nc1ccccc1)C(=O)O (configuration not stated)
    8	2	6	-3	2	3	-1	3
COc1ccc(/C=C/C(=O)c2ccc(NC(=O)c3cccs3)cc2)cc1OC
    -5	-9	13	1	-27	7	-1	-66
CCOc1ccc(N=C2C(=O)Nc3ccc(C)c(Br)c32)cc1
    73*	11	-7	-15	79*	102*	-60	30
CCN(CC(=O)Nc1cccc(OC)c1)C(=O)c1ccc(C)s1
    -4	3	-5	-2	8	-2	-4	1
Cc1nn(C)cc1NC(=O)CC12CC3CC(CC(C3)C1)C2
    -1	-6	4	-1	-28	-7	-3	-6
COc1ccccc1N1CCN(CC(=O)c2ccc(F)cc2)CC1
    8	-3	2	-4	16	5	-7	0
Cc1nnc(NC(=O)C2=COCCO2)s1
    3	7	1	10	21	10	-14	-7
COc1nc(=O)n(C2CCCO2)cc1C (configuration not stated)
    0	-7	5	nt	nt	10	nt	1
O=C(Nc1ccc([N+](=O)[O-])cc1)Nc1ccon1
    10	-10	8	5	18	17	-3	4

Random draw from the library. Share with any hit: about 3%.
